MITF primary – MITF inhibitors, primary screen, biochemical, AlphaScreen, human. inhibition, % at 2.6 µM. AlphaScreen MITF homodimerization, bead proximity signal. Microphthalmia-associated transcription factor (Homo sapiens), O75030. AID 1259374, 2018. 650,000 tested, 0.91% active; in the data active = inhibition above about 50%;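 note: 0% = vehicle wells with protein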
TEAD-YAP block – TEAD-YAP interaction inhibition, primary screen, TEAD-YAP interaction inhibitor project, luminescence, HEK-TIYL cells. AID 1259422, 2018. 640,000 tested, 1.4% active. TEAD-Gal4/YAP UAS-luciferase luminescence. inhibition, % at 9.12 µM; in the data active = inhibition above about 32%;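 note: 0% = median of test compound wells and 100% = reference inhibitor wells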
FBW7 activator – FBW7 E3 ligase activators, primary screen, biochemical, AlphaScreen, human | AlphaScreen FBW7–phospho-cyclin E peptide binding, activator screen | normalized activity (activation), % at 26.1 µM | 650,000 tested, 0.13% active | AID 1259310, 2017; in the data active = normalized activity above about 1.9%;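 note: purified mutant Fbw7 with reduced substrate affinity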
Target sequence (Q969H0 whole entry, looked up): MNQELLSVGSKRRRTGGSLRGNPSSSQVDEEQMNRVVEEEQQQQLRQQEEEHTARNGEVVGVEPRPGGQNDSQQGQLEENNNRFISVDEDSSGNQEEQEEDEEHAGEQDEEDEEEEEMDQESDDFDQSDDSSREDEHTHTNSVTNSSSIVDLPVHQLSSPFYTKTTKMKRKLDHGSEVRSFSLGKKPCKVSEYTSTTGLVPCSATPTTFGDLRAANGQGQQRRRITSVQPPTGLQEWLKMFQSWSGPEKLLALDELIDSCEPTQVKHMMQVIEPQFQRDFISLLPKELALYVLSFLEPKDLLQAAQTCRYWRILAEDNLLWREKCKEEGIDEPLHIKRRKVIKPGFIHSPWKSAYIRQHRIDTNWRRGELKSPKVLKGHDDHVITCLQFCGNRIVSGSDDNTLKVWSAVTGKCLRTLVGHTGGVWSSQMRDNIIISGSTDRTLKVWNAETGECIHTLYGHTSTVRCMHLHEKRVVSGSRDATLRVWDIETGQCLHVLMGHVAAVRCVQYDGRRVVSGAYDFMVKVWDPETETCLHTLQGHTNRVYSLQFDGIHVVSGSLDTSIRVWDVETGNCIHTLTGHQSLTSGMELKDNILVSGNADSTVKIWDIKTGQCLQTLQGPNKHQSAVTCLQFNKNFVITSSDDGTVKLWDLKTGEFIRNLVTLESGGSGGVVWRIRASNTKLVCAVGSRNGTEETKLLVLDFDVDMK
GPR151 ag – activators of human GPR151, primary screen, cell-based, PathHunter beta-arrestin, luminescence | G-protein coupled receptor 151 (Homo sapiens), Q8TDV0 | activation, % at 11.2 µM | PathHunter beta-arrestin GPR151 cells | 650,000 tested, 1% active; in the data active = activation above about 4.9%;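 note: 0% = median of compound wells and 100% = cells with positive control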
Target sequence (Q8TDV0 whole entry, looked up): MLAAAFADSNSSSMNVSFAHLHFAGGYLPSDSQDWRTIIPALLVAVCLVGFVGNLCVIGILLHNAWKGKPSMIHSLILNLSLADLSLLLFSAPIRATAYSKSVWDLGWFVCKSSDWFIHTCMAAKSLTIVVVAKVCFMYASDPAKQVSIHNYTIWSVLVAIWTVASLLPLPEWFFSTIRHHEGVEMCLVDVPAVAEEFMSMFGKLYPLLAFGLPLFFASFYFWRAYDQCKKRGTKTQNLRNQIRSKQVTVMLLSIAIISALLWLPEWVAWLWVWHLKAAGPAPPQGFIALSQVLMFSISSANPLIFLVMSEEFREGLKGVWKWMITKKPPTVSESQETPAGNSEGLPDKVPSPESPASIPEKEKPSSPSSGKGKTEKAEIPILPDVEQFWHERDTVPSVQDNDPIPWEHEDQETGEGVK
* hit, by the source's call.

SMILES	MITF primary	TEAD-YAP block	FBW7 activator	GPR151 ag
CC1CCc2oc3ccc(NS(=O)(=O)c4ccc(F)cc4)cc3c2C1 (stereo not drawn)	-1.1	-11.4	-0.1	0.3
COc1ccc(/C(N)=N/OC(=O)c2cccc(C)c2)cc1OC	4.0	-38.6	-0.1	-0.3
O=C(Cn1nc(-c2ccncc2)oc1=O)N1CCN(c2ccccc2)CC1	-4.5	4.6	-0.1	-0.5
O=C(Nc1nnc(-c2ccncc2)s1)c1cccc([N+](=O)[O-])c1C(=O)O	-7.7	4.4	-1.8	0.7
CCc1sc(C(=O)NCc2cccnc2)cc1Br	1.9	3.9	0.2	-0.1
Cc1ccc(-c2ncn(-c3ccc(Nc4nccc(-c5ccnc(-c6c(C)n[nH]c6C)c5)n4)cc3)n2)cn1	6.8	0.7	0.0	-1.1
CC1=C(C(=O)c2ccccc2)C(c2ccc(C)o2)n2c(nc3ccccc32)N1 (stereo not drawn)	7.0	-0.5	0.8	-1.0
O=C(CSc1nc2ccccc2[nH]1)NCc1ccccc1	-1.3	-14.7	-0.1	0.3
CC(=O)Nc1ccc(C(=O)Nc2cccc(Br)c2)cc1	-4.6	-25.2	0.2	-2.2
CCOc1ccc(C(=O)Oc2cc(C)[nH]c(=O)c2[N+](=O)[O-])cc1OCC	-3.1	-6.1	-0.1	-2.5
CCNC(=S)N/N=C/c1cccc(C)c1	-10.2	-44.6	-0.1	-1.2
CCCCc1oc2ccccc2c1/C=C/C(=O)O	-9.2	-1.2	-0.2	0.6

(listing goes on)
SMILES	MITF primary	TEAD-YAP block	FBW7 activator	GPR151 ag
CC(Oc1ccc([N+](=O)[O-])cc1)C(=O)NCC1CCCO1 (stereo not drawn)	-3.4	3.0	-1.0	0.6
COc1ccc(/C=N/NC(=O)Cn2cncn2)cc1	21.6	-8.6	0.2	-1.7
O=C(O)CN1C(=O)c2ccc(C(=O)c3ccccc3)cc2C1=O	-10.0	-1.0	-0.1	1.0
COc1ccc(C(=O)COC(=O)c2ccc(N3C(=O)C4CC=CC(C)C4C3=O)cc2)cc1 (stereo not drawn)	0.9	0.2	0.1	0.4
CCOc1ccc(-c2ccc(NS(=O)(=O)c3ccc(OC)c(C)c3)cc2)nn1	21.9	-1.5	0.0	2.6
CCCC(=O)C1=C(O)C(C(=O)OC)C(C)(C)CC1=NC(CC)CO (stereo not drawn)	14.3	0.1	0.2	2.2
CCOC(=O)C1=C(C)N=c2s/c(=C\c3ccc(-c4cc(Cl)ccc4Cl)o3)c(=O)n2C1c1ccc(C)cc1 (stereo not drawn)	-6.1	0.4	-0.1	-0.4
CCCOc1cc(N2CCN(C(=O)c3ccc(OC)c(OC)c3)CC2)nc(C)n1	-3.8	0.1	0.0	2.2
Cc1ccccc1NC(=O)N(C)C1CCN(C)CC1	12.4	-6.0	-0.1	-0.4
O=C(Nc1ccc2sccc2c1)c1ccc(S(=O)(=O)N2CCCc3ccccc32)cc1	5.9	9.6	0.3	0.6
Cc1cc(C)nc(/N=C(\NC(=O)c2ccccc2)Nc2ccc(Cl)cc2Cl)n1	9.3	8.6	0.3	-1.1
COc1ccc(C(=O)Nc2nnc(-c3ccc(C)cc3)s2)cc1	-5.2	-12.6	-0.1	0.2

More structures follow:
SMILES	MITF primary	TEAD-YAP block	FBW7 activator	GPR151 ag
N#Cc1c(N)n[nH]c1CCCNC(C(=O)Nc1cccc(C(F)(F)F)c1)c1ccccc1 (stereo not drawn)	8.1	-0.5	0.1	0.8
N#CC(C#N)=C(N)/C(C#N)=C/c1ccc(-c2cc(C(=O)O)cc(C(=O)O)c2)o1	62.6*	1.8	-0.6	-0.9
CCc1ccc(N2CC(C(=O)Nc3cccc4ccccc34)CC2=O)cc1 (stereo not drawn)	-4.4	-3.2	0.0	-0.7
O=C(CSc1ncn[nH]1)Nc1ccc(Br)cn1	14.2	4.1	0.0	2.5
O=C(Nc1ccc2c(c1)OCO2)C12CC3CC(CC(C3)C1)C2	-5.3	-27.4	-0.2	2.5
COc1ccc(/C=C/C(=O)Nc2ccc(S(=O)(=O)Nc3cc(C)nc(C)n3)cc2)cc1OC	4.7	4.9	-0.1	1.4
O=C(COc1ccccc1Cl)Nc1ccc([N+](=O)[O-])cc1O	-5.5	-13.6	0.0	0.7
CCOC(=O)c1c(NC(=O)c2ccc(S(=O)(=O)N3CCN(C(=O)OCC)CC3)cc2)sc2c1CCN(C(C)=O)C2	0.2	16.9	0.3	3.0
CC1(C(=O)Nc2ccc(-c3cn[nH]c3)cc2)COc2ccccc2O1 (stereo not drawn)	-11.0	-7.5	0.0	0.7
COc1cccc(OC)c1CC1SC(=O)NC1=O (stereo not drawn)	-4.9	-1.1	0.0	1.0
COc1ccc(OCC(=O)N2c3ccccc3-c3c(ssc3=S)C2(C)C)cc1	14.6	-4.3	-0.4	-1.2
CCOc1ccccc1CN1CCC(N2CCOCC2)CC1	50.3	-5.6	-0.1	-0.8

Next part
SMILES	MITF primary	TEAD-YAP block	FBW7 activator	GPR151 ag
N#Cc1cc2cc3c(cc2nc1NCCNC(=O)c1ccccc1)OCO3	-3.0	4.9	-0.1	0.0
Cc1cccc(NC(=O)CN(c2cc(C)ccc2C)S(C)(=O)=O)c1	-8.0	-1.0	-0.2	0.7
CC(C)CCNC(=O)CCNS(=O)(=O)c1cc(Br)cnc1N	-1.9	2.2	-0.1	-1.7
CCCCNC(=O)C(=O)NCCc1ccc(OC)cc1	11.3	1.4	0.0	-1.6
N=C(N)SCC(=O)Nc1ccc(Cl)cc1	10.8	-4.8	0.1	-0.5
CC(C)(C)c1[nH]nc2c1C1(C(=O)Nc3ccc(Cl)cc31)C(C#N)=C(N)O2 (stereo not drawn)	-3.2	-2.5	-0.1	0.3
C/C(Cn1nc(Cl)c(N2CCOCC2)cc1=O)=N/OC(=O)c1ccc(Cl)cc1	4.2	1.6	-0.1	0.2
COC(=O)CC1SC(=O)NC1=Nc1ccc(OC)cc1 (stereo not drawn)	14.6	9.6	0.3	-0.5
C=CCN1C(=O)C2(C(C#N)=C(N)Oc3n[nH]c(C)c32)c2ccccc21 (stereo not drawn)	8.5	1.2	-0.1	-0.6
CON1C(=O)CSC1=Nc1ccc(Br)cc1	1.7	4.8	-0.1	3.2
COc1ccc(Br)cc1/C=C1\N=C(c2ccc(C)cc2)OC1=O	0.9	-3.2	0.0	-1.1
CC(C)C(=O)NNC(=O)CSc1nnc2c3c4c(sc3nc(C(C)C)n12)CCCC4	0.3	1.2	-0.1	0.3

Continuation:
SMILES	MITF primary	TEAD-YAP block	FBW7 activator	GPR151 ag
Cc1nc(N)sc1C(=O)N/N=C/c1ccc(C(F)(F)F)cc1	-3.4	-32.4	0.0	-0.3
Cc1ccc(S(=O)(=O)Nc2ccccc2C(=O)NCc2cccnc2)cc1	7.4	2.7	0.0	0.0
OC(Cn1nc(-c2ccccc2)cc1-c1ccccc1)Cn1c2ccc(Cl)cc2c2cc(Cl)ccc21 (stereo not drawn)	-7.1	9.6	0.0	4.6
CC1(C)OC2C(CS(C)(=O)=O)OC(n3ncc(=O)[nH]c3=O)C2O1 (stereo not drawn)	-8.9	19.8	0.0	0.4
Cc1cc(C)n(C(=O)/C=C/c2ccco2)n1	77.6*	3.6	-0.1	-0.6
NC(=O)CSc1nnc2c(Cl)cc(Cl)cn12	-3.0	6.6	0.0	-1.2
O=C1c2cccnc2C(=O)N1CCc1ccc(S(=O)(=O)NCCc2ccccc2)cc1	12.2	-1.9	-0.2	-2.5
Cc1cccc(NC(=O)Nc2nnc(N(C)Cc3ccccc3)s2)c1C	-2.8	5.1	0.0	-1.4
Cn1c(SCC(=O)Nc2ccccc2)nnc1-c1ccco1	-3.3	2.8	0.0	2.0
COc1cc(C2C(C#N)=C(N)N(N(C)C)C3=C2C(=O)CCC3)ccc1OCc1ccccc1 (stereo not drawn)	3.6	-0.4	-0.1	2.2
CCc1c(C)nc(SCC(=O)Nc2cccc(C(C)=O)c2)[nH]c1=O	-7.5	10.5	0.0	0.8
O=C1OC(c2ccccc2Br)=N/C1=C\c1ccccc1C(F)(F)F	-6.2	1.3	0.1	1.5

Continuation.
SMILES	MITF primary	TEAD-YAP block	FBW7 activator	GPR151 ag
CC(=O)N1CCN(Cc2cc(=O)oc3cc(C)c(C(C)C)cc23)CC1	18.7	-0.2	0.3	1.8
Cc1cccc2c(C(=O)Nc3nnc(C4CC4)s3)cc(-c3cccnc3)nc12	2.5	-1.4	-0.1	-0.6
Cc1ccccc1NC(=O)NCCCN1CCN(C2CCCCC2)CC1	7.0	13.8	0.2	2.1
CCCC(C)NC(=O)CSCc1ccc(OC)cc1 (stereo not drawn)	-1.9	3.2	-0.1	-1.1
CCCCN(Cc1ccccc1)C(=O)CC1(c2cccc(F)c2)CC(=O)N(C)C1=O (stereo not drawn)	-9.2	-77.0	-0.2	-1.3
CCOc1ccc(-c2nnn(CC(=O)Nc3ccc(OC)cc3OC)n2)cc1OCC	-1.0	6.7	-0.2	-0.2
CN(C)c1nc(N(C)C)nc(N2CC(=O)N(c3ccc(Cl)cc3Cl)C2=N)n1	1.4	1.7	0.0	0.0
Cc1ccc(CNC(=O)CSc2nc3ccsc3c(=O)n2CCC(=O)O)cc1	-0.7	2.4	0.0	1.0
CCOc1cccc2c1OC1(C)CC2NC(=O)N1c1ccc(C)c(C)c1 (stereo not drawn)	-6.0	8.9	0.0	0.7
CCCCCCOc1ccc(OC(C)=O)cc1	3.7	-3.9	0.2	1.0
O=C1c2ccccc2C(Nc2cccnc2)N1Cc1ccccc1 (stereo not drawn)	22.5	-9.8	0.0	-1.7
CCOC(=O)c1ccc(N2COc3ccc4ccccc4c3C2)cc1	1.1	-2.6	0.0	0.4

Three compounds from above, arranged by heavy-atom count, falling.
SMILES	MITF primary	TEAD-YAP block	FBW7 activator	GPR151 ag
O=C(O)CN1C(=O)c2ccc(C(=O)c3ccccc3)cc2C1=O	-10.0	-1.0	-0.1	1.0
Cc1nc(N)sc1C(=O)N/N=C/c1ccc(C(F)(F)F)cc1	-3.4	-32.4	0.0	-0.3
COc1ccc(/C=N/NC(=O)Cn2cncn2)cc1	21.6	-8.6	0.2	-1.7

Remaining list, next part.
SMILES	MITF primary	TEAD-YAP block	FBW7 activator	GPR151 ag
CCCNS(=O)(=O)c1ccc(NC(=O)c2ccccn2)cc1	13.3	-6.2	0.5	-7.5
CN(CCc1ccccc1)C(=O)c1nc2sccn2c1CNC1CCC1	15.2	-2.9	0.0	0.0
CN(C)S(=O)(=O)c1ccc(C(=O)N2CCN=C2SCc2cccc(F)c2)cc1	14.6	0.7	1.2	-1.6
CC(C)(C)C1CCC(=NNC(=O)C(=O)NCc2ccco2)CC1 (stereo not drawn)	10.3	6.6	-0.1	0.5
O=c1ccn(CCOc2ccc(Cl)cc2)c(=O)[nH]1	5.9	6.7	0.1	1.5
CCc1cccc(CC)c1NC(=O)CSc1nc2ccc(NC(=O)c3ccccc3Cl)cc2s1	5.0	-4.7	0.0	0.2
COc1ccccc1CNC(=O)c1oc2ccc(S(=O)(=O)N3CCCC3)cc2c1C	8.3	-7.7	0.0	0.6
C(=C\c1ccccc1)/CSc1ncnc2ccccc12	4.4	6.6	0.0	1.6
COc1ccc(C(=O)Oc2ccc3c(=O)c(-c4nc5ccccc5s4)c(C(C)C)oc3c2C)cc1OC	3.6	-7.4	0.0	-0.1
CCC(=O)Oc1ccc(C=C2C(=O)NC(=S)NC2=O)cc1	-4.4	7.3	-0.1	0.6
Cc1cccc(NC(=O)c2ccc3c(=O)n(Cc4cccc(Br)c4)c(=S)[nH]c3c2)c1	4.0	5.0	0.0	0.8
COc1ccc(OCC(=O)NCCc2ccccc2)cc1	13.5	-8.6	0.0	0.1

Following part:
SMILES	MITF primary	TEAD-YAP block	FBW7 activator	GPR151 ag
O=C(CCCCCCC(=O)NCc1cccnc1)NCc1cccnc1	7.2	2.4	-0.1	1.9
O=C(NCc1ccc(F)cc1F)C1CC(Cc2ccc(F)cc2)=NO1 (stereo not drawn)	21.5	-4.9	0.8	0.3
OCCNCCCCCCOc1ccc(Cl)cc1Cl	3.5	-13.8	0.0	0.3
CCOC(=O)c1cnc(N/N=C/c2cc(Br)ccc2O)nc1C	0.9	-3.6	0.1	-0.3
O=C(Nc1ccccc1[N+](=O)[O-])c1cccc(F)c1	13.7	-0.4	-0.1	0.5
COc1ccc(S(=O)(=O)NCc2nc(N3CCCC3)c3cccc(C)c3n2)cc1OC	13.2	-0.4	0.2	-0.1
CCCC(=O)Nc1ccc2nn(-c3ccc(OC)cc3)nc2c1	15.9	-70.7	0.2	-0.8
COc1ccc(C2CC(C(F)(F)F)n3nc(C(=O)Nc4ccc(C)c(C)c4)cc3N2)cc1OC (stereo not drawn)	0.6	10.9	0.0	-0.1
COc1ccc(CCN2C(=O)CSC2c2ccc(Cl)c(Cl)c2)cc1OC (stereo not drawn)	0.8	6.5	0.0	1.1
CCOc1cc2c(cc1OC)C(NS(=O)(=O)c1ccc(C(C)(C)C)cc1)CC2=O (stereo not drawn)	11.8	2.7	0.1	-0.2
CC(=O)Nc1ccc(OCC(O)CN2CCC(Cc3ccccc3)CC2)cc1 (stereo not drawn)	4.8	2.1	-0.1	-1.1
CCCOCCOC(=O)C1=C(C)NC2=C(C(=O)CC(C)(C)C2)C1c1ccc(O)cc1 (stereo not drawn)	-13.1	-1.7	0.1	1.0
Cc1ccc(CSc2nnc(NC(=O)C3CSC4(C)CCC(=O)N34)s2)cc1 (stereo not drawn)	1.4	3.9	-0.1	-0.8

Bioassay records from PubChem.
